# From PubChem BioAssay
# GLP-1R agonist = GLP-1 receptor (human) agonism. P43220. HEK293 GLP-1R CRE-luciferase, luminescence, 4-6 h; cells express a hypersensitive GLP-1R form. Potency, µM (highest dose often 45.6 µM), without a hit: top-dose activation, most hits filed as activators. actives 0.007% (n = 380,000). AID 624172; further: potency means the concentration at half of the fitted maximal effect; % of control where 0% means no effect
# D3 ag = agonists of human D3 dopamine receptor; P35462; D3R DiscoveRx beta-arrestin cells, luminescence, 90 min; max activation, %; actives 0.58% (n = 410,000); in the data active means max activation above about 30%; further: 0% is about no effect; mostly tested at two doses, the higher about 12 µM
#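 Cells at 1500/well, incubated overnight, then treated with pinned compounds (dopamine as control) for 90 min at 37 degrees C. DiscoveRx reagent added for 30 - 60 minutes at room temperature; luminescence read.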
# PI5P4Ka inh = blocks human PI5P4K alpha kinase activity; P48426; PI5P4Kalpha enzyme, ADP-Glo luminescence, 60 min; active compounds read low; max response, %; actives 1.2% (n = 330,000); AID 652105; active means max response of -50% or lower; inconclusive means between -30% and -50%; inactive means -30% or higher; further: value at the top dose of about 77 µM; on the % scale 0 is the no-effect control and ±100 the full control effect
# Target sequence (P48426 whole entry, looked up): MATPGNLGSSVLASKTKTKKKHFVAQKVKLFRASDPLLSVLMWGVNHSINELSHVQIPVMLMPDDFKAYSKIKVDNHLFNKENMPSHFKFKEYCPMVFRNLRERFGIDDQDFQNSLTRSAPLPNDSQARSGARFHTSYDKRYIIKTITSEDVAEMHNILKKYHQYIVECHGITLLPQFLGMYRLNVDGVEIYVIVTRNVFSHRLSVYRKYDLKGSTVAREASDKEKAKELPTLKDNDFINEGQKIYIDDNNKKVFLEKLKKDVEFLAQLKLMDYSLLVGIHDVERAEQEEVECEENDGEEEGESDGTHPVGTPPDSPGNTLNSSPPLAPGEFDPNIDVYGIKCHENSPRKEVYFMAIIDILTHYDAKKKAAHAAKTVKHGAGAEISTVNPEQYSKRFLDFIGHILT
#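 qHTS, 1536-well: enzyme/substrate mix, compound by pin tool, 5 microM ATP final; RT 60 min; ADP-Glo reagents 1 (45 min) then 2 (30 min); luminescence.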
# PLK1 PBD block = blocks phosphopeptide binding to human PLK1 polo-box domain | Plk1 PBD binding of FITC phosphopeptide, fluorescence polarization | Potency, µM, for inactives: max response, negative = inhibition, actives largely listed as inhibitors | actives 2.8% (n = 360,000) | AID 720504; further: potency means the concentration at half of the fitted maximal effect; series mostly up to about 57 µM; on the % scale 0 is the no-effect control and ±100 the full control effect; nearly all actives have a fitted effect of over 65% in size
# Target sequence (P53350 whole entry, looked up, the tested form may be a part): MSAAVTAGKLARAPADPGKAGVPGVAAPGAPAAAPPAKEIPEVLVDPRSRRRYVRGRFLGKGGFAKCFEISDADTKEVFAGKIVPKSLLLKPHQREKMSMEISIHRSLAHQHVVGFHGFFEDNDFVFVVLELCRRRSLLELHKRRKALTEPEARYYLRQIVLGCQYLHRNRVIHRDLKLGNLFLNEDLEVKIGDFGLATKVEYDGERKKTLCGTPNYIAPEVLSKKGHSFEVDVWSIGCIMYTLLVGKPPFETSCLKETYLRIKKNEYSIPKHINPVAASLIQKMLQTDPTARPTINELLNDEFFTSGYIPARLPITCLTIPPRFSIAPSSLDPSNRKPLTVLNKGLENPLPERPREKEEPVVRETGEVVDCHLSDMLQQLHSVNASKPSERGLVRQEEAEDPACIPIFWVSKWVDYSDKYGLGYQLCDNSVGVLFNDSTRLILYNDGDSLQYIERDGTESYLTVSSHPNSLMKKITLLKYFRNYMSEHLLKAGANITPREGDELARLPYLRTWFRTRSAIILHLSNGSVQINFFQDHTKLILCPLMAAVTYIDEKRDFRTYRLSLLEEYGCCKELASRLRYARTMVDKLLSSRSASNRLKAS
# HEK293 tox = cytotoxicity in counter-screen for GLP-1R inverse agonists; HEK293 cAMP-luciferase reporter cells, luminescence, 24 h; Potency, µM (series often up to 38.3 µM), without a hit: at the top dose activity change, negative = inhibition, actives largely listed as inhibitors; actives 0.13% (n = 410,000); AID 624418;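 further: loss of luciferase light is scored as toxicity; potency means the concentration at half of the fitted maximal effect; on the % scale 0 is the no-effect control and ±100 the full control effect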
#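 Cells in DMEM/10% Nu serum/1% pen-strep, 1536-well format. Pre-incubated 12 h, dosed with 23 nL compound, incubated a further 24 h. Luciferase detection, 12 min at room temp, luminescence.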
# GLP1R inv ag = inverse agonists of human GLP-1 receptor | HEK293 GLP-1R CRE-luciferase, luminescence, 24 h; GLP-1R form is constitutively active | Potency, µM (top dose mostly 38.3 µM), for the others: at the top dose activity change, negative = inhibition, usual class: inhibitors | actives 1.6% (n = 410,000) | AID 624417; further: potency means the concentration at half of the fitted maximal effect; on the % scale 0 is the no-effect control and ±100 the full control effect; nearly all actives have a fitted effect of over 55% in size
#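 Seeding at 200 cells/uL, 12 h culture, 24 hr compound treatment, then luciferase reagent and a luminescence read; cells are HEK293 stably expressing a constitutively active GLP-1R plus cAMP-responsive luciferase.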
# IL-2 act = IL-2 activation; actives 0.065% (n = 360,000); IL-2 activation reporter assay, cell-based qHTS; stimulated with anti-CD3/CD4/CD28 beads; in transgenic mouse T cells; AID 652025; activation, % (series mostly up to about 46 µM); in the data active means activation above about 50%; inconclusive means mostly about 30% to 49%; further: 0% is about no effect
#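 Unstimulated transgenic mouse T cells; 60-min compound exposure; bead-based TCR/CD4/CD28 stimulation; 18 h culture, 37 degrees C; dual fluorescence (EGFP, DsRed) plate cytometry.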
# D3 antag = blocks the human D3 dopamine receptor | P35462 | D3R cells, DiscoveRx beta-arrestin luminescence, antagonist mode; active compounds read low | max response, negative = inhibition, % | actives 2.5% (n = 360,000) | AID 652054; in the data active means max response below about -50%; inconclusive means no clear call, values can overlap the other calls; further: on the % scale 0 is the no-effect control and ±100 the full control effect; mostly tested at two doses, the higher about 12 µM
#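 Cells plated overnight at 1500 cells/well, then exposed to library compounds with dopamine controls for 90 minutes at 37 degrees C. DiscoveRx reagent added for 30–60 minutes at room temperature; luminescence read, quantitative HTS format.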
# WRN inhibitor = inhibitors of human WRN helicase | Q14191 | WRN helicase unwinding, fluorescent forked duplex, kinetic | Potency, µM (doses to about 114 µM), inactives show at the top dose activity change, negative = inhibition, hits mostly inhibitors | actives 0.46% (n = 360,000); further: potency means the concentration at half of the fitted maximal effect; on the % scale 0 is the no-effect control and ±100 the full control effect; nearly all actives have a fitted effect of over 55% in size
#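 Enzyme (20 nM final) and test compound sit together 15 min at room temperature before substrate addition. Substrate is a single-forked duplex oligonucleotide (100 nM) labelled with fluorophore and quencher, with 2 mM ATP; helicase unwinding raises red fluorescence, read kinetically.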
# An asterisk follows results filed as active; ? = inconclusive; . = no result given; [ ] = dose if it differs, or a comment. Unless noted, the call rests on the fitted dose curve; in most records, active means well fitted curve in the direction sought with a large enough effect; inconclusive means small, poorly fitted or top-dose-only effect, or another doubt; inactive means no such curve, though single readings can be large; an effect the other way counts as inactive or inconclusive.
SMILES,GLP-1R agonist,D3 ag,PI5P4Ka inh,PLK1 PBD block,HEK293 tox,GLP1R inv ag,IL-2 act,D3 antag,WRN inhibitor
COCC(C)NC(=O)c1cc(-c2ccc(O)cc2)on1 (centres undefined),-2%,-2,-6,-7%,-1%,2%,-0.7,-19,2%
Cc1cccc(C(=O)NNC(=O)CSc2nnc(C(C)C)n2C)c1,4%,-6,-2,0%,9%,-5%,5.6,9,-22%
Cc1nccn1CCC(=O)NC1CCCc2c1cnn2-c1ccc(C(C)(C)C)cc1 (centres undefined),0%,2,5,1%,9%,-8%,-0.7,33,-1%
Cc1cccc(C(C)C)c1NC(=O)C1CCN(S(=O)(=O)c2ccccc2)CC1,-22%,-4,-6,-7%,8%,-30%,-3.3,-3,-27%
COc1ccc(N(CC(=O)NCc2ccco2)S(=O)(=O)c2c(C)nn(C)c2C)cc1,-3%,-2,-2,-15%,13%,3%,-3.4,-3,-1%
C(=C\c1nc(-c2ccncc2)no1)/c1ccccc1,0%,20,4,-1%,-5%,-30%,-1.4,11,-7%
CCOC(=O)c1sc(=NC(=O)c2ccccc2)n(C)c1C,0%,-2,4,-4%,0%,-2%,0.4,-6,-2%
Cc1ccccc1N(C(=O)c1csnn1)C(C(=O)NC(C)(C)C)c1ccncc1 (centres undefined),-6%,-6,-4,5%,-7%,6%,0.1,10,-3%
COc1cccc(/C=N/n2cnc3ccccc32)c1OC,3%,3,-2,-3%,3%,6%,-0.2,1,0%
COc1cc2cc(CN(Cc3cccs3)C(=S)Nc3ccc(C)cc3)c(=O)[nH]c2cc1OC,-13%,-3,-6,-12%,0%,1%,-2.2,-5,-10%
COc1ccccc1NC(=S)N1CCN(C(=O)C2CCCO2)CC1 (centres undefined),-4%,1,0,-11%,-5%,5%,2.7,-1,8%
O=C(CN1C(=O)NC2(CCCC2)C1=O)Nc1nc2ccc(F)cc2s1,-2%,-10,-3,-6%,1%,-26%,-3.2,0,4%
Cc1nc(N2CCc3ccccc3C2)[nH]c(=O)c1Cc1ccccc1,1%,3,-2,1%,-7%,?,0.2,12,-1%
COc1ccc(/C=C2/SC(=O)N(CCNC(=O)C3CC(=O)N(Cc4ccccc4)C3)C2=O)cc1 (centres undefined),18%,-2,-10,-11%,-10%,14%,0.2,-3,9%
CC(C)(C)C(=O)/C=c1\[nH]c(=O)/c(=C\c2ccccc2F)s1,-1%,6,2,4%,-17%,-2%,-3.0,-28,-2%[57.1 µM]
COc1ccc(CCN2CC(C(=O)OCC(=O)N(C)Cc3ccccc3)CC2=O)cc1OC (centres undefined),6%,2,3,-6%,0%,20%,2.1,9,4%
CCCCOc1ccc(C(=O)Nc2ccc(S(=O)(=O)Nc3cc(C)on3)cc2)cc1OC,0%,-2,10,-15%,12%,0%,0.4,8,-9%
O=C(Nc1nc(-c2ccco2)c(-c2ccco2)s1)c1ccco1,-3%,-6,?,-24%,-2%,7%,-0.3,-8,?
O=C(COC(=O)c1cccc(S(=O)(=O)N2CCOCC2)c1)NC1CCCCC1,11%,-3,1,-4%,5%,-3%,-0.2,-13,6%
O=C(Cn1cnc2c(cnn2-c2ccccc2)c1=O)NCc1ccccc1,-9%,2,3,-5%,-33%,-27%,1.3,6,0%
O=S1(=O)C=C(Sc2nc3cc(Cl)ccc3o2)c2ccccc21,-27%,-16,-17,6.7µM*,?,-13%,-0.8,-77*,-22%
CCOC(=O)C1CCN(C(=O)c2cccc(NS(=O)(=O)c3ccc(Br)cc3)c2)CC1,2%,-2,-1,-13%,1%,3%,0.0,24,5%
CC(C)(OC(=O)c1ccc(C#N)cc1)c1cc2ccccc2c(=O)o1,5%,-9,-25,-6%,3%,-6%,0.0,?,-8%
C=CCNC(=O)CN1CCN(Cc2ccc3c(c2)OCO3)CC1,1%,-5,0,-12%,7%,17%,0.5,-22,-5%
CCN(CC)C(=O)COc1ccc(Br)cc1Cl,-2%,-8,7,-6%,2%,-28%,0.7,-18,6%
C=C(C)CNC(=S)NNC(=O)c1cc(C)oc1C,7%,-6,7,0%,-2%,6%,0.0,-1,-2%
O=[N+]([O-])c1ccccc1O[C@@H]1O[C@H](CO)[C@H](O)[C@H](O)[C@H]1O,2%,-12,-9,0%,0%,4%,-1.6,?,-1%
CCCN(CC(=O)Nc1ccc(NC(C)=O)cc1)CC(=O)Nc1ccc(F)c(F)c1F,14%,1,3,1%,-9%,4%,0.6,2,5%
CCC1CCCCN1S(=O)(=O)c1ccc2[nH]c(=O)ccc2c1 (centres undefined),5%,1,?,-4%,3%,18%,-0.7,17,-11%[11.6 µM]
COc1ccc(/C=N/N2C(C)CCCC2C)cc1OC (centres undefined),8%,7,1,6%,41%[activator],14%,-2.4,6,5%
COCCn1nnnc1C(c1cccs1)N1CCN(c2cc(C)ccc2C)CC1 (centres undefined),11%,-11,.,-29%,0%,0%,-3.1,3,-14%
COc1ccc(-n2cc3ccc([N+](=O)[O-])cc3n2)cc1,13%,-7,-10,-4%,-10%,?,-0.8,-22,16%
CC1(C(=O)NS(=O)(=O)c2ccc(Cl)cc2)CCN1C(=O)Cc1ccc(Cl)cc1Cl (centres undefined),15%,-9,-4,-13%,-25%,8%,1.0,-20,8%
NC(=O)c1c(NC(=O)CN2CCN(S(=O)(=O)c3ccccc3)CC2)sc2c1CCC2,1%,2,-65*,-29%,-1%,?,-0.8,6,?
FC(F)(F)C1CCCN(c2nsc3ccccc23)C1 (centres undefined),0%,1,-91*,1.5µM*,-17%,-22%,-2.4,-82*,22µM*
Cc1cc(C(=O)COc2cccnc2[N+](=O)[O-])c(C)n1-c1ccccc1F,16%,3,2,-1%,-7%,?,-0.7,16,-9%
O=C(NCc1ccc2c(c1)OCO2)c1cnc2n(c1=O)CCS2,0%,-3,4,-29%,6%,8%,2.7,2,5%
COC(=O)C[C@H]1C[C@@H]2c3cc(N(C)C)ccc3O[C@@H]2[C@H](CO)O1,1%,5,-2,-14%,-2%,21%,-0.5,17,-4%
CN(CC1COc2ccccc2O1)C(=O)CSc1ncccn1 (centres undefined),12%,-9,-3,-13%,0%,15%,0.0,9,17%
COc1cc(SC)ccc1C(=O)NCCc1c[nH]c2ccccc12,4%,1,0,-6%,10%,?,-1.3,15,-6%

# Among those listed so far, five have an NH in an aromatic ring:
SMILES,GLP-1R agonist,D3 ag,PI5P4Ka inh,PLK1 PBD block,HEK293 tox,GLP1R inv ag,IL-2 act,D3 antag,WRN inhibitor
COc1cc2cc(CN(Cc3cccs3)C(=S)Nc3ccc(C)cc3)c(=O)[nH]c2cc1OC,-13%,-3,-6,-12%,0%,1%,-2.2,-5,-10%
Cc1nc(N2CCc3ccccc3C2)[nH]c(=O)c1Cc1ccccc1,1%,3,-2,1%,-7%,?,0.2,12,-1%
CC(C)(C)C(=O)/C=c1\[nH]c(=O)/c(=C\c2ccccc2F)s1,-1%,6,2,4%,-17%,-2%,-3.0,-28,-2%[57.1 µM]
CCC1CCCCN1S(=O)(=O)c1ccc2[nH]c(=O)ccc2c1 (centres undefined),5%,1,?,-4%,3%,18%,-0.7,17,-11%[11.6 µM]
COc1cc(SC)ccc1C(=O)NCCc1c[nH]c2ccccc12,4%,1,0,-6%,10%,?,-1.3,15,-6%

# (list continues)
SMILES,GLP-1R agonist,D3 ag,PI5P4Ka inh,PLK1 PBD block,HEK293 tox,GLP1R inv ag,IL-2 act,D3 antag,WRN inhibitor
CC(C)(C)NC[C@@H](O)COc1cccc2c1CCCC2=O,7%,21,-1,-1%,0%,0%,0.2,12,2%
COc1ccc2[nH]cc(CCNC(=O)C3CCCNC3=O)c2c1 (centres undefined),11%,2,1,-9%,-2%,-12%,-1.5,3,4%
Cc1onc(-c2ccccc2)c1C(=O)Nc1cccc(S(=O)(=O)N2CCCCC2)c1,-11%,-2,6,2%,2%,-18%,-1.1,5,-10%
CCOC(=O)C1C2C=CC(CC2)N1c1ccccc1 (centres undefined),15%,11,-2,1%,-6%,18%,-1.1,-4,0%
N#C/C(=C/C1=C(N2CCOCC2)C(=C/c2ccccc2)/CC1)C(=O)Nc1ccccc1F,7%,2,1,0%,-2%,7%,-0.8,2,-24%
CC1CC(C)CN(C(=O)COC(=O)c2c[nH]c3ccccc23)C1 (centres undefined),4%,-3,12,-6%,2%,?,-0.4,-11,-4%
O=S1(=O)CC(N2CCC(c3ccccc3)CC2)CN1Cc1ccc(F)cc1 (centres undefined),6%,4,12,-11%,8%,?,-0.7,-11,-1%
COc1ccc2oc(C(=O)Nc3nc(C)cs3)c(C)c2c1,7%,1,-2,1%,3%,-27%,-0.5,11,-8%
CCc1ccc(/C=C/C(=O)c2c(C)cc(C)[nH]c2=O)cc1,-30%,0,-4,-3%,-28%,?,-0.6,0,-6%
CCOc1ccc(Nc2ccc(C(=O)O)cc2[N+](=O)[O-])cc1,0%,-3,-24,-1%,?,16%,2.0,-23,-7%
CCCn1c(CC)nc([N+](=O)[O-])c1S(=O)(=O)c1ccccc1,-18%,-3,.,?,?,?,-2.8,?,-6%
Cc1cc(/C=C(\C#N)C(=O)N2CCOCC2)c(C)n1C1CCCC1,-6%,4,0,1%,1%,?,1.3,51,1%
O=C(c1cn(-c2ccccc2)nc1-c1cccs1)N1CCN(c2ccccc2)CC1,4%,31*,.,8%,-28%,-26%,-0.1,23,-13%
CCOC(=O)C1CCCN(CC(=O)Nc2cc(C)cc(C)c2)C1 (centres undefined),-2%,4,3,2%,-1%[0.307 µM],-18%[0.307 µM],0.3,-21,-5%
Cc1ccc(S(=O)(=O)C(C#N)c2nc3ccccc3nc2N2CCCC2)cc1 (centres undefined),7%,0,-10,34µM*,89%[activator],-11%,0.2,42,-36%
Nc1c(NCc2ccccc2F)c(=O)[nH]c(=O)n1Cc1ccccc1,-12%,4,0,-7%,53%[activator],1%,-0.2,2,-3%
Cc1ccccc1NC(=O)Cc1nc(COC(=O)CNC(=O)c2ccc(Cl)cc2Cl)cs1,2%,3,1,7%,-11%,4%,-3.8,-6,9%
O=C(CCC(=O)N/N=C/c1c[nH]c2ccccc12)NCc1ccccc1,4%,-6,4,-22%,26%,-24%,-1.6,-21,-9%

# Compounds as they come; any-hit rate near 7.8%.
